Bioassay records from PubChem.
ULK1 primary: ULK1 kinase inhibitors, primary screen, biochemical, AlphaScreen | Serine/threonine-protein kinase ULK1 (Homo sapiens), O75385 | inhibition, % at 5.96 µM | actives 1.9% (n = 30,000) | AlphaScreen Atg13 phosphorylation by ULK1, luminescence; in the data active = inhibition above about 43%;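 note: 0% = median of compound wells and 100% = no enzyme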
ASK1 primary: ASK1 kinase inhibitors, primary screen, biochemical, AlphaScreen | Mitogen-activated protein kinase kinase kinase 5 (Homo sapiens), Q99683 | AlphaScreen MKK6 phosphorylation by ASK1, luminescence | inhibition, % at 7.44 µM | actives 0.99% (n = 22,000); in the data active = inhibition above about 35%;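 note: 0% = median of compound wells and 100% = no enzyme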
Target sequence (Q99683 whole entry, looked up): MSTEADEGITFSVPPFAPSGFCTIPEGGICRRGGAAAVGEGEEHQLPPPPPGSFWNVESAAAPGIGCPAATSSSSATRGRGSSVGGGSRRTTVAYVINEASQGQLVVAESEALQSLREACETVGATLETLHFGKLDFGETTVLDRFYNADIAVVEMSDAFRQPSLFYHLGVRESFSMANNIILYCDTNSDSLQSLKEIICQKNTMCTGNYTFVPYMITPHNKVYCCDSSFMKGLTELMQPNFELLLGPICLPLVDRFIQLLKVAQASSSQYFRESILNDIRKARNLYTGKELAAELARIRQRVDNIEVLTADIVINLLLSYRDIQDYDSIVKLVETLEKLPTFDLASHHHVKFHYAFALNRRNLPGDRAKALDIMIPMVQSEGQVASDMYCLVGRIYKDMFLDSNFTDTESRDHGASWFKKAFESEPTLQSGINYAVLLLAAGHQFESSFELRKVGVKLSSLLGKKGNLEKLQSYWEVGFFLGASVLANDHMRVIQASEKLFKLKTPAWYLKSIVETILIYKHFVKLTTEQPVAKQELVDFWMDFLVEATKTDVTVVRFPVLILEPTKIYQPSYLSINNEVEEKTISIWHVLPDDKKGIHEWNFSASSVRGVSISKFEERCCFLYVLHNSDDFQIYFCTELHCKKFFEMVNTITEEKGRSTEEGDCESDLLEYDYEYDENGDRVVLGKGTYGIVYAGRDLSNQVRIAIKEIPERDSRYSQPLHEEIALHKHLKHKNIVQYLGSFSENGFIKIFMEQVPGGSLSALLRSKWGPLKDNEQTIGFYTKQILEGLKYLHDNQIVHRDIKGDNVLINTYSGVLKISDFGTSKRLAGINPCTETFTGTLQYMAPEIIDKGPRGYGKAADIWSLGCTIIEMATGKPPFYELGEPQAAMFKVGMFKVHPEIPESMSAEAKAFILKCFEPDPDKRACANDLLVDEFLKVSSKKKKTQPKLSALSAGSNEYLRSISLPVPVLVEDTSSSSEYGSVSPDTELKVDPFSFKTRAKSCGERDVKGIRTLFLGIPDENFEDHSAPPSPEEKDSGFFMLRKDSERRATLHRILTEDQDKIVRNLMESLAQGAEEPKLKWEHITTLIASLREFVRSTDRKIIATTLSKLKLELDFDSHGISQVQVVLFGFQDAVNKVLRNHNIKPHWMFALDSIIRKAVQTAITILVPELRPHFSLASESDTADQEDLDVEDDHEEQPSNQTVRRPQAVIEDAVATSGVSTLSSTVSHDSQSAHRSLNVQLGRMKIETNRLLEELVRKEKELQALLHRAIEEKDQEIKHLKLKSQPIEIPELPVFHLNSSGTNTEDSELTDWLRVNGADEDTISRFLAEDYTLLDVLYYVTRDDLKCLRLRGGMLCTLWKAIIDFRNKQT
* = called active by the depositor; . = no result given.

| ULK1 primary | ASK1 primary | Structure |
| --- | --- | --- |
| 0 | 6 | Cc1nn(C)c(C)c1-c1cc(N)nc(N)n1 |
| -1 | 8 | CC(=O)Nc1ccc(Nc2cc(-c3ccc(C(=O)N4CCN(C)CC4)cc3)ncn2)cc1 |
| -2 | 12 | CC(C)(C)c1ncn(-c2ccc(Nc3nccc(-c4cccc(F)n4)n3)cc2)n1 |
| 24 | 12 | O=C(Cc1cn(-c2ccc(Oc3ccccc3)nn2)c2ccccc12)NC1CC1 |
| -9 | 26 | COc1ccc(CCNc2nc(-c3ccc(N4CCN(C)CC4)cc3)nc3c2ncn3C2CCCCC2)cc1 |
| 5 | 6 | CCN(CC)C(=O)C1CCCN(c2nc(NCCCN3CCCC3=O)c3ncn(C4CCCCC4)c3n2)C1 (centres undefined) |
| -16 | 3 | COc1ccc(CCNc2nc(NC3CCC(O)CC3)nc3c2ncn3C2CCCCC2)cc1 (centres undefined) |
| 0 | 5 | c1ccc2[nH]c(CNc3cc(Nc4cnccn4)ncn3)nc2c1 |
| 0 | -16 | OCC1CCCN1c1nc(NCCN2CCOCC2)c2ncn(-c3ccsc3)c2n1 (centres undefined) |
| 8 | -3 | O=C(NC1CC1)C1CCN(c2ccc(Nc3ccccc3)nn2)CC1 |
| -11 | . | OC1C(O)C(O)C(O)C(O)C1O (centres undefined) |
| -13 | 29 | COc1ccc(CCNc2nc(Nc3ccccc3)nc3c2ncn3Cc2ccc(C(F)(F)F)cc2)cc1 |
| 5 | 7 | Cc1cc(NC2CC2)nc(Nc2ccc(N3CCOCC3)cc2)n1 |
| -34 | -6 | Cn1c(Nc2cccc(C(=O)NCc3cccc(C(F)(F)F)c3)n2)nc2ccccc21 |
| -11 | 9 | FC(F)(F)c1ccc(Cn2cnc3c(NCCOc4ccccc4)nc(Nc4ccc(C(F)(F)F)cc4)nc32)cc1 |
| 3 | . | COc1cccc(CN2CCC(C(=O)NCCCN3CCOCC3)CC2)c1O |
| 11 | 0 | Cc1cnc(N2CCCC2CO)nc1N (centres undefined) |
| -6 | -8 | Cn1c(Nc2nccc(NCc3nc4ccccc4[nH]3)n2)nc2ccccc21 |
| -5 | 4 | O=C(Cc1cn(-c2ccc(NCCCN3CCCC3=O)nn2)c2ccccc12)NCc1cccc(C(F)(F)F)c1 |
| -1 | 7 | COc1ccc2c(c1)CC(c1nc3cc(-c4cn[nH]c4C)ccc3c(=O)[nH]1)CO2 (centres undefined) |
| -10 | 0 | COc1cc(NC(=O)c2cnc(Nc3nccc4ccccc34)s2)cc(OC)c1OC |
| -41 | -4 | COc1cccc(COC(=O)Nc2c(F)cc(-c3cn[nH]c3)cc2N(C)C)c1 |
| -2 | 5 | O=C(NCc1nc2ccccc2[nH]1)c1ccnc(Nc2ccc(N3CCOCC3)cc2)c1 |
| 13 | -8 | Nc1nccc(Nc2ccncn2)n1 |
| 6 | . | COc1ccc(Oc2ncc(-c3ccc(F)cc3)cn2)cc1 |
| 1 | -5 | O=C(NCc1cccc(C(F)(F)F)c1)c1csc(Br)n1 |
| 5 | . | FC(F)(Cl)C(F)(F)Cl |
| 4 | . | Cn1c(=O)cc(N2CCC3(CC2)OCCO3)[nH]c1=O |
| 18 | -14 | O=C1CCCN1CCCNc1nc(NC2CCC(O)CC2)nc2nc[nH]c12 (centres undefined) |
| -7 | . | OC1(C#Cc2ccccc2)CCCCC1 |
| -6 | -14 | COc1ccc(-c2cccc(C(=O)NCCO)n2)cc1 |
| -1 | . | C=CCOc1ccc(CC(=O)O)cc1Cl |
| 0 | -16 | CC(C)n1cnc2c(NCCO)nc(NC3CCN(Cc4ccccc4)CC3)nc21 |
| 30 | 15 | Fc1cc(N2CCOCC2)ccc1Nc1nccc(-c2cncc(N3CCOCC3)c2)n1 |
| -4 | -26 | O=C(NC1CC1)c1ccc(-n2ncc3cc(Nc4ccccc4Cl)ccc32)nc1 |
| -5 | . | c1ccc(CCNc2ncc(-c3ccccc3)cn2)cc1 |
| 0 | 6 | O=C(Nc1ccc2c(c1)OCO2)c1csc(Br)n1 |
| 2 | -2 | OCCNc1nc(N2CCCC2CO)nc2nc[nH]c12 (centres undefined) |
| -6 | -30 | NS(=O)(=O)c1ccc(Nc2nccc3cc(-c4cccnc4)ccc23)cc1 |
| 2 | 14 | CC(=O)Nc1ccc(NC(=O)c2csc(-c3cccc(N)c3)n2)cc1 |
| -16 | 8 | CCCNc1nc(Nc2cccc(N(C)C)c2)nc2c1ncn2CCN1CCCC1=O |
| -8 | -7 | COc1cc2nc(Cl)nc(NC3CC3)c2cc1OC |
| 0 | . | C=CCN1C(=O)C(C)(C)COc2cc(NC(=O)C3CCCCC3)ccc21 |
| -21 | -9 | FC(F)(F)Oc1ccc(Nc2cc(NCCc3ccccn3)ncn2)cc1 |
| 8 | . | CCC(NC(C)C)C(O)c1ccc(O)c(O)c1 (centres undefined) |
| 18 | 8 | Nc1ccc(-c2cnc3ccc4ccncc4c3c2)cc1 |
| 9 | 5 | COc1cccc(CNC(=O)C(N)c2ccc(-c3cn[nH]c3)cc2)c1 (centres undefined) |
| -4 | . | CC(C)(CO)NC(=O)/C(=C\c1ccc(Cl)cc1)NC(=O)c1ccccc1 |
| 4 | -12 | CC(C)n1cnc2c(NCCO)nc(NCc3ccc4c(c3)OCO4)nc21 |
| -17 | 9 | c1ccc(Nc2ccnc(N3CCN(Cc4ccc5c(c4)OCO5)CC3)n2)cc1 |
| 16 | -30 | CCCNc1nc(Nc2ccncn2)nc2c1ncn2C1CCCCC1 |
| 5 | 5 | CCNc1cc(C(=O)NCc2cccc(C(F)(F)F)c2)c2ccccc2n1 |
| -10 | -9 | Cc1noc(C)c1-c1nc(NCc2nc3ccccc3[nH]2)c2ncn(C3CCCCC3)c2n1 |
| 2 | 7 | COc1cc2nc(Nc3cnccn3)nc(NCCOc3ccccc3)c2cc1OC |
| -4 | . | Cc1cc(C)cc(NC(=O)N2CCc3nc4c(C)cccn4c(=O)c3C2)c1 |
| -3 | 11 | COc1ccc2c(c1)CC(c1nc3cc(-c4ccnc(N)n4)ccc3o1)CO2 (centres undefined) |

Additional structures follow:
| ULK1 primary | ASK1 primary | Structure |
| --- | --- | --- |
| -11 | -21 | O=C1CCCN1CCn1cnc2c(NCc3cccc(C(F)(F)F)c3)nc(N3CCC(N4CCOCC4)CC3)nc21 |
| 2 | -2 | CCCNC(=O)Cc1cn(-c2ccc(N3CCCC(C(=O)N(CC)CC)C3)nn2)c2ccccc12 (centres undefined) |
| -4 | 1 | c1ccc2c(c1)CC(c1cnc3ccc(-c4cn[nH]c4)cc3n1)CO2 (centres undefined) |
| 2 | 10 | Fc1cnc(Nc2ccc(N3CCOCC3)cc2)nc1-c1cccc(N2CCOCC2)c1 |
| -38 | -18 | COc1cc(NC(=O)c2cccc(-n3cc(NS(=O)(=O)c4ccc5ccccc5c4)cn3)c2)cc(OC)c1OC |
| -6 | . | CO[C@H]1C[C@H](O[C@H]2[C@H](C)[C@@H](OC3O[C@H](C)C[C@H](N(C)C)[C@H]3OC(C)=O)[C@@H](C)C[C@]3(CO3)C(=O)[C@H](C)[C@@H](OC(C)=O)[C@@H](C)[C@@H](C)OC(=O)[C@@H]2C)O[C@@H](C)[C@@H]1OC(C)=O (some centres undefined) |
| 3 | . | c1ccc(-c2cc(NCCCN3CCOCC3)nc(-c3ccncc3)n2)nc1 |
| 27 | -8 | O=C(NCCc1ccc(O)cc1)c1ccc2nc(Nc3nccc4ccccc34)sc2c1 |
| 4 | 21 | N#Cc1cc(-c2ccnc(Nc3ccc(-c4ccccn4)cc3)n2)cc(N2CCOCC2)c1 |
| -4 | -2 | O=C(NCCc1ccc(O)cc1)c1ccnc(Nc2ccncn2)c1 |
| -1 | -8 | O=C(NC1CCN(Cc2ccccc2)CC1)c1cccc(Nc2nccc3ccccc23)n1 |
| 8 | . | COC(=O)C(C)(C)NC(=O)c1ncccc1Oc1nc(OC)cc(OC)n1 |
| 4 | . | Cc1ccc(N2CCn3c(SCC(=O)Nc4ccc5c(c4)OCCO5)nnc32)cc1 |
| -7 | -21 | O=C(NCCO)c1csc(Nc2ccc(C(F)(F)F)cc2)n1 |
| 5 | -6 | NC(=O)c1ccc(-c2cccc(C(=O)NCCN3CCOCC3)c2)cc1 |
| 0 | -15 | Cc1cnc(NC2CCN(Cc3ccccc3)CC2)nc1NCCc1ccc(O)cc1 |
| 11 | -30 | COc1ccc(CCNc2cc(NCc3ccc4c(c3)OCO4)nc(N)n2)cc1 |
| -24 | 12 | COc1ccc(-c2cc(NCCN3CCOCC3)nc(N)n2)cc1 |
| 19 | -4 | O=C(NCCN1CCOCC1)C1CCN(c2ccc(Nc3ccc(C(F)(F)F)cc3)nn2)CC1 |
| 6 | -2 | CCCNc1cc(-c2ccc(N3CCN(C)CC3)cc2)ncn1 |
| 19 | 38* | Oc1ccc(CCNc2nc(N3CCN(Cc4ccc5c(c4)OCO5)CC3)nc3c2ncn3-c2ccsc2)cc1 |
| 22 | 11 | COc1cc(Nc2nc(NCCCN3CCCC3=O)nc3c2ncn3-c2ccsc2)cc(OC)c1OC |
| 36 | 1 | CN(C)c1cccc(Nc2nc(NCCO)c3ncn(CCN4CCCC4=O)c3n2)c1 |
| -6 | 11 | COc1ccc2c(c1)CC(c1cnc3ccc(-c4cn[nH]c4)cc3n1)CO2 (centres undefined) |
| 4 | . | COc1ccc(Nc2ncc(-c3ccccc3)cn2)cc1 |
| 8 | -9 | CCNc1nc(NCc2nc3ccccc3[nH]2)c2ncn(-c3ccccc3)c2n1 |
| 1 | -4 | CC(C)n1c(Nc2ccncc2)nc2c(NCc3nc4ccccc4[nH]3)ncnc21 |
| -5 | -2 | CC(=O)c1cccc(-c2cncc(C(=O)NCCN3CCOCC3)c2)c1 |
| -2 | . | Cc1nc2ccccc2n1CC(=O)N/N=C\c1ccncc1 |
| -5 | -18 | O=C(NCc1nc2ccccc2[nH]1)c1ccnc(N2CCc3ccccc3C2)c1 |
| -2 | 4 | COc1cc2nc(N3CCc4ccccc4C3)nc(Nc3ccc(Oc4ccccc4)cc3)c2cc1OC |
| -37 | 9 | COc1cc(NC(=O)c2cccc(-n3cc(NC(=O)Nc4ccccc4C)cn3)c2)cc(OC)c1OC |

Arranged by molar mass (low to high): part of the list above.
| ULK1 primary | ASK1 primary | Structure |
| --- | --- | --- |
| 5 | . | FC(F)(Cl)C(F)(F)Cl |
| 13 | -8 | Nc1nccc(Nc2ccncn2)n1 |
| -7 | . | OC1(C#Cc2ccccc2)CCCCC1 |
| 8 | . | CCC(NC(C)C)C(O)c1ccc(O)c(O)c1 (centres undefined) |
| 4 | . | Cn1c(=O)cc(N2CCC3(CC2)OCCO3)[nH]c1=O |
| 2 | -2 | OCCNc1nc(N2CCCC2CO)nc2nc[nH]c12 (centres undefined) |
| 6 | -2 | CCCNc1cc(-c2ccc(N3CCN(C)CC3)cc2)ncn1 |
| 0 | 5 | c1ccc2[nH]c(CNc3cc(Nc4cnccn4)ncn3)nc2c1 |
| 0 | 6 | O=C(Nc1ccc2c(c1)OCO2)c1csc(Br)n1 |
| 9 | 5 | COc1cccc(CNC(=O)C(N)c2ccc(-c3cn[nH]c3)cc2)c1 (centres undefined) |
| 8 | -3 | O=C(NC1CC1)C1CCN(c2ccc(Nc3ccccc3)nn2)CC1 |
| -6 | 11 | COc1ccc2c(c1)CC(c1cnc3ccc(-c4cn[nH]c4)cc3n1)CO2 (centres undefined) |
| 1 | -5 | O=C(NCc1cccc(C(F)(F)F)c1)c1csc(Br)n1 |
| 4 | -12 | CC(C)n1cnc2c(NCCO)nc(NCc3ccc4c(c3)OCO4)nc21 |
| -4 | . | CC(C)(CO)NC(=O)/C(=C\c1ccc(Cl)cc1)NC(=O)c1ccccc1 |
| -3 | 11 | COc1ccc2c(c1)CC(c1nc3cc(-c4ccnc(N)n4)ccc3o1)CO2 (centres undefined) |
| -6 | -30 | NS(=O)(=O)c1ccc(Nc2nccc3cc(-c4cccnc4)ccc23)cc1 |
| -5 | -18 | O=C(NCc1nc2ccccc2[nH]1)c1ccnc(N2CCc3ccccc3C2)c1 |
| -2 | 12 | CC(C)(C)c1ncn(-c2ccc(Nc3nccc(-c4cccc(F)n4)n3)cc2)n1 |
| 3 | . | COc1cccc(CN2CCC(C(=O)NCCCN3CCOCC3)CC2)c1O |
| 0 | -16 | CC(C)n1cnc2c(NCCO)nc(NC3CCN(Cc4ccccc4)CC3)nc21 |
| -16 | 8 | CCCNc1nc(Nc2cccc(N(C)C)c2)nc2c1ncn2CCN1CCCC1=O |
| -2 | 5 | O=C(NCc1nc2ccccc2[nH]1)c1ccnc(Nc2ccc(N3CCOCC3)cc2)c1 |
| 0 | -16 | OCC1CCCN1c1nc(NCCN2CCOCC2)c2ncn(-c3ccsc3)c2n1 (centres undefined) |
| -1 | 8 | CC(=O)Nc1ccc(Nc2cc(-c3ccc(C(=O)N4CCN(C)CC4)cc3)ncn2)cc1 |
| -1 | -8 | O=C(NC1CCN(Cc2ccccc2)CC1)c1cccc(Nc2nccc3ccccc23)n1 |
| -13 | 29 | COc1ccc(CCNc2nc(Nc3ccccc3)nc3c2ncn3Cc2ccc(C(F)(F)F)cc2)cc1 |
| 5 | 6 | CCN(CC)C(=O)C1CCCN(c2nc(NCCCN3CCCC3=O)c3ncn(C4CCCCC4)c3n2)C1 (centres undefined) |

Continued.
| ULK1 primary | ASK1 primary | Structure |
| --- | --- | --- |
| 9 | 13 | CC(=O)Nc1ccc(Nc2nc(Nc3ccncc3)nc3c2ncn3CCN2CCCC2=O)cc1 |
| 22 | -7 | NC(C(=O)N1CCC(Nc2ccc3[nH]ncc3c2)C1)c1ccc(C(F)(F)F)cc1 (centres undefined) |
| -46 | 0 | COc1ccc(-c2nc(NCCN3CCOCC3)c3ncn(Cc4ccc(C(F)(F)F)cc4)c3n2)cn1 |
| -7 | 7 | Cc1cccc(NC(=O)c2cccc(-n3ncc4cc(Nc5cccc(C)c5)ccc43)c2)c1 |
| -34 | -5 | CC(=O)Nc1ccc(Nc2nc(-c3cccc(N)c3)nc3c2ncn3Cc2ccc(C(F)(F)F)cc2)cc1 |
